FEN1 inhibitor – qHTS Assay for the Inhibitors of Human Flap endonuclease 1 (FEN1); Recombinant FEN1 flap cleavage, fluorescence, 15 min; Potency, µM (series often up to 114 µM), for the others: top-dose activity change, negative = inhibition, most hits filed as inhibitors; hit rate 0.35% among 390,000; P39748; note: nearly all actives have a fitted effect of over 65% in size
Target sequence (P39748 whole entry, looked up): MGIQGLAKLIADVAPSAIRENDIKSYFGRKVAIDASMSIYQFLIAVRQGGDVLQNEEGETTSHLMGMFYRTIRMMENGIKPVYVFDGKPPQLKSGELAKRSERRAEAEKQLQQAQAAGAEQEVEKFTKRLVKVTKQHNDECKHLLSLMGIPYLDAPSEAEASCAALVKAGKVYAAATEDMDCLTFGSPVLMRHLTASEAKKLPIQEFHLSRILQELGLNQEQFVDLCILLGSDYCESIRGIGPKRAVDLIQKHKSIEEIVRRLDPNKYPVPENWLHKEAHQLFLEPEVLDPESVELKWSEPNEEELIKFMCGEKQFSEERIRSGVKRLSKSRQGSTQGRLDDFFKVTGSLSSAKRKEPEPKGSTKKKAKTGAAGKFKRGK
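In this screen, 50 nM flap DNA substrate was added to 10 nM FEN1 pretreated with compound for 15 min at room temperature; cleavage was followed with reads at 0 and 15 min, and Hill fitting gave concentration–response parameters.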
N370S GC mod – qHTS Assay for Inhibitors and Activators of N370S glucocerebrosidase as a Potential Chaperone Treatment of Gaucher Disease | Potency, µM (titrated, usually from 59.4 µM), for the others: at the top dose activity change, negative = inhibition, usual class: inhibitors | N370S GC spleen homogenate, 4MU-glucoside fluorescence | hit rate 0.092% among 330,000;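 note: 0% = full enzyme activity and -100% = no enzyme basal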
GCN5L2 inh – qHTS Assay for Inhibitors of GCN5L2; Histone acetyltransferase KAT2A (Homo sapiens), Q92830; GCN5L2 HAT assay, ThioGlo1 CoA-SH fluorescence; Potency, µM (doses to about 58.9 µM), for the others: at the top dose activity change, negative = inhibition, usual class: inhibitors; hit rate 0.21% among 390,000; AID 504327, 2011
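Preincubate 20nM GCN5L2 with compound 15 min, RT → add 50uM ThioGlo1 + 75uM H3(1-25) + 70uM acetyl-CoA → read fluorescence 0 and 20 min. Primary qHTS; fluorescent artifacts likely.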
Starred values were filed as active, the others as inactive; ? = inconclusive; . = not tested or not shown; [ ] = another dose, or the depositor's remark. Calls come from the whole dose curve; as a rule, active = well fitted curve in the direction sought with a large enough effect; inconclusive = small, poorly fitted or top-dose-only effect, or another doubt; inactive = no such curve, though single readings can be large; an effect the other way counts as inactive or inconclusive. Unless noted, % is set by controls: 0 for no effect and ±100 for the full control effect; potency is the fitted concentration of half-maximal effect. The list is partial, so the mix of outcomes need not match the whole.

SMILES,FEN1 inhibitor,N370S GC mod,GCN5L2 inh
Cc1cc(Cl)ccc1NC(=S)N1CCN(Cc2ccccc2)CC1,-5%,-10%,-6%
O=C(O)CN1CCN(c2ncc(C(F)(F)F)cc2Cl)CC1,-9%,0%,0%
COc1ccc(-c2nsc3c(SCc4ccccc4)ncnc23)cc1,8%,4%,4%
Cc1ccc(SCc2c(C(=O)N/N=C/c3ccc4c(c3)OCO4)nnn2-c2nonc2N)cc1,4%,3%,13%
Cc1ccc(OCCn2cnc3cc([N+](=O)[O-])ccc3c2=O)cc1,3%,-6%,-6%
Cc1cc(NC(=O)c2ccc3[nH]c(C)c(C)c3c2)ccn1,-3%,-12%,1%
O=C1N/C(=N\N=C\c2cccnc2)SC1Cc1ccc(SC(F)F)cc1 (stereo not given),-2%,5%,2%
CCOc1ccccc1C(=O)NCC(=O)OCc1c(C)noc1C,-6%,-15%,4%
Cc1cc(C)nc(NS(=O)(=O)c2ccc(NC(=O)c3ccc(S(=O)(=O)N4CC(C)OC(C)C4)cc3)cc2)n1 (stereo not given),-14%,-11%,?
Cc1cccc(C)c1OCC(=O)NNC(=S)NC(=O)C1CC1,-17%,-5%,-4%
CC(=O)N/N=C/c1cc([N+](=O)[O-])ccc1OCCOc1ccccc1,3%,8%,0%
CCOC(=O)c1cc2c(ccn2C)n1CC(=O)N(Cc1ccccc1)c1ccccc1,-18%,-21%,-8%
O=C(Cn1c(=O)n(-c2ccc(F)c(Cl)c2)c(=O)c2sc3ccccc3c21)NC1CCCCC1,9%,.,0%
Cn1c(=O)c2cc(S(=O)(=O)N3CCOCC3)ccc2n(C)c1=O,-2%,1%,0%
O=C(Nc1cc(C(F)(F)F)ccc1Cl)c1ccc2c(c1)CCN2S(=O)(=O)c1ccccc1,0%,.,-8%
N#CCOc1nc(N2CCOCC2)nc(N2CCOCC2)n1,4%,3%,-1%
COc1ccc(/C=N/NC(=O)c2ccc(N)cc2)cc1Cn1cc([N+](=O)[O-])cn1,?,-1%,-9%
COc1ccc(OC)c(CNC(=O)c2cc(S(=O)(=O)N3CCC(C)CC3)cn2C)c1,-5%,.,0%
NC(=O)CSc1nnc(-c2ccc3c(c2)OCO3)o1,6%,-2%,0%
Cc1nc(N)nc(N)c1/C=C/C(C)(C)c1ccc(Cl)cc1,-11%,6%,-23%
CC(C)c1nc2n[nH]c(N)c2c2c1CCCC2,-1%,-2%,-7%
CNC(=O)COc1ccc(Cl)c2cccnc12,-4%,13%,-11%
O=C(c1ccc(NS(=O)(=O)c2ccc(F)cc2)cc1)N1CCOCC1,1%,-2%,1%
Oc1ccc(-c2[nH]ncc2-c2ccc(Cl)cc2)c(O)c1,-18%,2%,-9%
CC(=O)OCC(=O)[C@]1(O)C(OC(C)=O)CC2C3CCC4=CC(=O)C=C[C@@]4(C)[C@]3(F)C(O)C[C@]21C (stereo not given in full),.,-1%,4%

(more compounds)
SMILES,FEN1 inhibitor,N370S GC mod,GCN5L2 inh
CN(C(=O)COC(=O)c1ccc2c(=O)n3c(nc2c1)CCC3)C1CCS(=O)(=O)C1 (stereo not given),1%,11%,-4%
O=C(COc1ccc(Cl)cc1)NCCCn1ccnc1,40%[activator],1%,-1%
COc1ccc(NC(=O)CC2C(=O)N(c3ccc(C)cc3)C(=O)N2CCc2ccccc2)cc1 (stereo not given),-11%,.,-7%
COc1cccc(CC(=O)Nc2ccc(S(=O)(=O)N3CCOCC3)cc2)c1,1%,-9%,0%
CCN(C(=O)c1c(C)cc(=O)oc1C)c1ccc2c(c1)OCO2,1%,6%,-7%
c1ccc2c(CNn3cnnc3)cccc2c1,-2%,-1%,5%
Cc1[nH]nc2ncc(C(=O)c3ccccc3O)cc12,12%,0%,-9%
O=C(Nc1ccccc1)N1CCN(c2cccc(C(F)(F)F)c2)CC1,-1%,7%,2%
CCn1c(=O)c(C(=O)NCc2ccc(F)cc2)c(O)c2ccccc21,2%,-18%,-1%
O=CN1CCN(C(=O)c2cccc3c2-c2ccccc2C3=O)CC1,-4%,-20%,-6%
Cc1ccc2nc(-c3ccc(Cl)c(NC(=O)COc4cccc(C)c4C)c3)oc2c1,-3%,.,3%
COc1cc(S(=O)(=O)NC2CCSc3ccccc32)ccc1NC(C)=O (stereo not given),7%,-6%,-8%
Cc1ccc(NC(=S)NNC(=S)NCc2ccccc2)cc1,-3%,10%,-8%
O=S(=O)(Cc1ccccc1)NCC1CCCN(Cc2ccc(F)c(F)c2)C1 (stereo not given),-3%,3%,-3%
CCOc1cc(-c2nc(-c3ccc(C)nc3OCC)no2)cc(OCC)c1OCC,-18%,4%,-9%
Cn1nc(C(=O)OCc2ccc(F)cc2)c2ccccc2c1=O,-1%,0%,2%
Cc1csc(N(C(=O)c2ccc(S(=O)(=O)N(C)C)cc2)c2ccccc2)n1,-3%,26%,-1%
CCCC(=O)c1c[nH]c(C(=O)NCc2ccco2)c1,-2%,-1%,1%
O=C1c2ccccc2C(=O)N1c1ccc(-c2nc3ccccc3o2)cc1,.,-22%,-2%
O=c1[nH]c2ccc(S(=O)(=O)NCc3ccccn3)cc2s1,-7%,-8%,-1%
CCN1CCN(C(=O)Nc2cccc3ccccc23)CC1,5%,2%,-3%
C=C1SC(Nc2c(C)cccc2C)=NC12CCCCC2,-9%,7%,-1%
COc1ccc(-c2nc(NC(=O)C3CC(=O)N(Cc4ccco4)C3)sc2C)cc1 (stereo not given),?,.,-6%
CCCCCOc1ccc(C(=O)NC(CCC)C(=O)O)cc1 (stereo not given),-8%,4%,-6%
COc1ccc(C2=NC(c3ccncc3)=Nc3ccc(Br)cc3N2)cc1,-6%,.,-3%

(next part)
structure,FEN1 inhibitor,N370S GC mod,GCN5L2 inh
CCC(=O)Nc1ccc(NC(=O)Cc2ccccc2)cn1,0%,-6%,-3%
O=C(NCCc1ccco1)C(=O)NCC1OCCCN1S(=O)(=O)c1ccc(F)cc1 (stereo not given),17%,-21%,-13%
Cc1nc(Cc2nnc(SCC(=O)N3CC(=O)Nc4ccccc43)o2)cs1,3%,.,-4%
Cc1ccc(OCC(=O)c2cc(C)n(-c3ccccc3)c2C)c([N+](=O)[O-])n1,-1%,4%,-3%
COc1cccc(/C=N/n2c(=S)n(C)c3cc(C)c(C)cc32)c1OC,-1%,7%[12.8 µM],?
NC(=O)/C(=C/c1ccco1)C(N)=S,-7%,-1%,-9%
O=C(O)CCCN=C1CCCc2ccccc2N1,8%,?,-2%
Cc1cc(OC(C)C(=O)NCc2cccnc2)c2c(C)cc(=O)oc2c1 (stereo not given),4%,-2%,-9%
N#CC(C(N)=O)=C1CCC2(CC1)OCCCCO2,-3%,4%,-8%
COC(=O)c1ccc(NC(=O)CSC2=NC(=O)C(c3ccccc3)C(=O)N2)cc1 (stereo not given),2%,-4%,2%
COc1cccc(C(=O)Nc2nnc(S(=O)(=O)N(C)Cc3ccccc3)s2)c1,5%,8%,-8%
O=C(COc1ccccc1[N+](=O)[O-])Nc1cc(-c2nc3cc(Cl)ccc3o2)ccc1Cl,-2%,.,-7%
O=C(COc1ccc([N+](=O)[O-])cc1)Nc1cc(C(=O)O)cc(C(=O)O)c1,-6%,0%,-3%
CCc1ccc(CCC(=O)Nc2nnc(C)s2)o1,1%,-6%,-29%
FC(F)(F)COc1ccc(-n2ccnc2)nn1,2%,5%,-7%

Grouped by structure: the entries above containing an NH in an aromatic ring.
structure,FEN1 inhibitor,N370S GC mod,GCN5L2 inh
Cc1cc(NC(=O)c2ccc3[nH]c(C)c(C)c3c2)ccn1,-3%,-12%,1%
CC(C)c1nc2n[nH]c(N)c2c2c1CCCC2,-1%,-2%,-7%
Oc1ccc(-c2[nH]ncc2-c2ccc(Cl)cc2)c(O)c1,-18%,2%,-9%
Cc1[nH]nc2ncc(C(=O)c3ccccc3O)cc12,12%,0%,-9%
CCCC(=O)c1c[nH]c(C(=O)NCc2ccco2)c1,-2%,-1%,1%
O=c1[nH]c2ccc(S(=O)(=O)NCc3ccccn3)cc2s1,-7%,-8%,-1%

The results go on.
structure,FEN1 inhibitor,N370S GC mod,GCN5L2 inh
O=c1c2cccnc2[nH]c(=S)n1CCCN1CCN(c2ccccc2F)CC1,0%,8%,1%
Cc1ccc(C(=O)N2CCN(c3ccc(NC(=S)NC(=O)c4cccs4)cc3)CC2)cc1,5%,4%,-6%
O=C(NCc1ccco1)C(c1ccccc1)N(C(=O)Cc1cccs1)c1cccnc1 (stereo not given),5%,-4%,-23%
O=C1Nc2ccccc2/C1=C/c1cnc(-c2ccccc2)[nH]1,9%,-5%,-3%
NC(=O)c1nsc(C(=O)N(CC(=O)NCc2ccc(F)cc2)Cc2ccco2)c1N,3%,-6%,-6%[0.501 µM]
CCn1ccc2c(OCC(=O)Nc3ccccc3C)cccc2c1=O,5%,.,-8%
Cc1c(Cl)c(=O)oc2cc(OCC(=O)NCc3cccs3)ccc12,-2%,-4%,-8%
CCOC(=O)c1sc(NC(=O)CS(=O)(=O)c2ccc(C)cc2)nc1C,3%,-4%,2%
Cc1ccccc1Nc1nn2c(=O)c3ccc(C(=O)NCC(C)c4ccccc4)cc3nc2s1 (stereo not given),-12%,.,0%
Cn1cc(Cl)c(C(=O)NC(=S)Nc2sc3c(c2C#N)CCCCC3)n1,3%,1%,-11%
CCC(=O)Oc1oc(-c2ccccc2)nc1C=Nc1ccc(C)cc1,-1%,?,-2%
CN(Cc1cccs1)C(=O)CN1C(=O)c2ccccc2S1(=O)=O,-2%,.,2%
CCOC(=O)c1cnn(-c2cccc(F)c2)c1C1CCNCC1,17%,.,-1%
Cc1c(Cl)cccc1NC(=O)Nc1ccc(C(N)=O)cc1,3%,-16%,-1%
Cc1nn(CC(=O)N2CCN(C)CC2)c(=O)c2ccccc12,6%,1%,-2%
Cc1cc(C)cc(N(CC(=O)NC2CCCC2)C(=O)c2csnn2)c1,10%,-6%,-1%
Cc1ccc(-c2n[nH]c(=O)c3ccccc23)cc1S(N)(=O)=O,9%,4%,-3%

Record cards, from the list above. Screens in order: FEN1 inhibitor, N370S GC mod, GCN5L2 inh
NC(=O)c1nsc(C(=O)N(CC(=O)NCc2ccc(F)cc2)Cc2ccco2)c1N is entered as 3%, -6%, -6%[0.501 µM]
Cc1nn(CC(=O)N2CCN(C)CC2)c(=O)c2ccccc12 is entered as 6%, 1%, -2%

Bioassay records from PubChem BioAssay.
